Source: PubChem BioAssay
tolC growth inh – growth inhibitors of E. coli tolC mutant, primary screen, strain BW25113 ΔtolC::kan, 384-well. OD615. growth inhibition, % at 10 µM (by protocol). 65,000 tested, 2.2% active;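 active = growth inhibition at or above a cutoff equal to the mean over every tested compound plus 3 SD, cut at about 60% in these data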;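 also: growth measured after 20 h incubation at 37 °C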
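System: E. coli ΔtolC::kan strain BW25113; Buffer or medium: LB broth supplemented with 50 µg/mL kanamycin; Compound: 10 µM final, single dose; Incubation: bacterial growth with compound for 20 h at 37 °C; Signal: A615 absorbance measurement; Evaluation: growth inhibition in percent.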
HEK293 NFkB inh – inhibitors of PMA/ionomycin-induced NF-kB reporter, primary screen, antigen receptor NF-kB inhibitor project, cell-based, HEK-293 luciferase reporter, luminescence; HEK-293 NF-kB luciferase reporter; inhibition, % at 3 µM; 62,000 tested, 0.21% active; AID 465, 2006;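 active = inhibition above the mean of all tested compounds plus 3 SD, cut at about 40% in these data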;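 also: 0% = stimulated DMSO wells and 100% = 10 µM reference inhibitor 5653914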
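Signal: luciferase luminescence; Material: HEK-293 cells with stable firefly luciferase reporter driven by four HIV NF-kB elements; Probe or stimulus: PMA with ionomycin; Replication: tested once; Times: 1 h compound pretreatment, then 16 h stimulation at 37 °C, 5% CO2; Benchmarks: DMSO and 10 µM reference inhibitor; Evaluation: per-plate % inhibition versus controls.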
JNK3 inh – JNK3 kinase activity inhibitors, primary screen, biochemical, human, purified enzyme | inhibition, % at 8 µM | Mitogen-activated protein kinase 10 (Homo sapiens), P53779 | 60,000 tested, 0.61% active | HTS; in the data active = inhibition above about 17%;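 also: 0% = DMSO and 100% = reference inhibitor; many of its hits are not listed in these tables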
Target sequence (P53779 whole entry, looked up): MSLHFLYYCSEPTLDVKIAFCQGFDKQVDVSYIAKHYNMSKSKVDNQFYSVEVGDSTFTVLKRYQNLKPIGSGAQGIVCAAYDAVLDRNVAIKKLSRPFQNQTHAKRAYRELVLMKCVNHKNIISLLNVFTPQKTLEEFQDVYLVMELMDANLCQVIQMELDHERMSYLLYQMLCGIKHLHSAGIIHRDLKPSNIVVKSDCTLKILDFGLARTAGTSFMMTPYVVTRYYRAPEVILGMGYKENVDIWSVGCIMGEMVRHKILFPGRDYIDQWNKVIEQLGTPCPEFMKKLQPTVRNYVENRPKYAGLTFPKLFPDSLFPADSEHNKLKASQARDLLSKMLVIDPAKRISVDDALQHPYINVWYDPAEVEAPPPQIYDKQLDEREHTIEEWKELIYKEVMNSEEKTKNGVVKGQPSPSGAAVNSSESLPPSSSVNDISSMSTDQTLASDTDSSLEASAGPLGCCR
NADH enzymes – inhibitors of PK/LDH coupling enzymes, profiling panel, artefact control, biochemical, MLSMR library | coupled PK/LDH NADH assays, four targets | IC50, µM (highest dose often 10 µM), without a hit: at the highest dose inhibition | 65,000 tested, 0.02% active;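 active = single-dose screening hits from any of four coupled enzyme assays that gave an IC50 when retested across doses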;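 also: the DPM-DC format reads NADH fluorescence rather than 340 nm absorbance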
MMP13 inh – human MMP13 inhibitors, primary screen, biochemical, FRET peptide cleavage; Collagenase 3 (Homo sapiens), P45452; inhibition, % at 4 µM; 65,000 tested, 0.07% active; MMP-13 fTHP FRET cleavage, Mca fluorescence;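 active = inhibition above the mean of compound-free control plate wells plus 3 SD, cut at about 14% in these data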;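 also: 0% = DMSO wells and 100% = wells with reference MMP-13 inhibitor after basal subtraction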
A340 absorber – compound light absorbance at 340 nm, profiling panel, artefact control, biochemical, MLSMR library, data from PS, PMK, MK assays; fold change at 10 µM; compound absorbance at 340 nm, fold over control; 65,000 tested, under 10 active;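 active = at 10 µM dose, initial 340 nm absorbance at least 2 fold that of control wells; inactive = change under 2 fold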;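 also: initial absorbance extrapolated from kinetic A340 decline of NADH oxidation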
Autofluor 339 – intrinsic fluorescence of library compounds, ex339/em460 – biochemical, MLSMR library, data from DPM-DC assay, artefact control, profiling panel; compound autofluorescence, ex339/em460 nm, NADH buffer; stronger effect = higher value; 1 = no-compound wells, NADH background; AID 709, 2007; fluorescence fold increase at 10 µM; 65,000 tested, 5.5% active;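 active = at 10 µM, mean starting fluorescence two-fold or more over control wells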;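 also: signal is the first read of a kinetic run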
PKA inh – inhibitors of human PKA kinase activity, primary screen, biochemical, ATP-depletion luminescence, Kemptide substrate | inhibition, % at 6 µM | PKA Kemptide phosphorylation, Kinase-Glo ATP luminescence | cAMP-dependent protein kinase catalytic subunit alpha (Homo sapiens), P17612 | 65,000 tested, 0.1% active | AID 524, 2006;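 active = inhibition above the screen-wide mean inhibition plus 3 SD, cut at about 21% in these data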; also: many of its hits are not listed in these tables
ROCK2 inh – inhibitors of human ROCK2 kinase, primary screen, biochemical, high-throughput, luminescence; Rho-associated protein kinase 2 (Homo sapiens), O75116; purified ROCK2, Kinase-Glo ATP depletion luminescence; inhibition, % at 6 µM; 60,000 tested, 0.35% active;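 active = inhibition above the screen-wide mean inhibition plus 3 SD, cut at about 18% in these data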;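 also: plate controls were DMSO wells for no effect and Y-27632 control wells after no-enzyme background subtraction for full effect; many of its hits are not listed in these tables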
* hit, by the source's call; x = no result given. An excerpt; the hit share may differ from the screen's.

SMILES	tolC growth inh	HEK293 NFkB inh	JNK3 inh	NADH enzymes	MMP13 inh	A340 absorber	Autofluor 339	PKA inh	ROCK2 inh
CC(=NCC1CCCO1)c1c(O)n(C)c(=O)n(C)c1=O (configuration not stated)	-18.5	7.7	-2.4	7.0%	0.5	1.01	1.08	2.2	2.5
CCOC(=O)C(O)(c1ccc(NC(=O)c2ccco2)c(OC)c1)C(F)(F)F (configuration not stated)	36.0	-8.3	-0.3	5.0%	-1.8	1.03	1.11	2.9	1.6
O=C(CN1CCN(Cc2ccc(Cl)cc2)C1=O)N1CCC2(CC1)OCCO2	1.9	16.8	x	6.0%	0.7	1.08	1.11	8.3	x
CCOCCN1CCC(OC(C)=O)C(C)C1 (configuration not stated)	2.3	x	-5.4	1.0%	-10.6	1.01	1.08	3.5	3.4
O=C(C1CCC(=O)N1Cc1ccc(F)cc1)N1CCC2(CC1)OCCO2 (configuration not stated)	-21.1	1.6	-2.8	6.0%	3.4	0.98	1.06	-4.5	-4.0
Cc1c(N=Cc2c(O)n(Cc3ccco3)c(=O)[nH]c2=O)c(=O)n(-c2ccccc2)n1C	4.2	x	7.5	12.0%	-2.5	1.15	0.95	5.3	7.4
CC(C)CC(NC(=O)C1CCCCC1)C(=O)N1CCC2(CC1)OCCO2 (configuration not stated)	-13.3	15.5	5.7	8.0%	-0.2	0.97	1.11	-1.5	-0.1
OC(Cc1ccccc1)(c1ccccc1)C1CN2CCC1CC2 (configuration not stated)	12.4	x	0.0	7.0%	-2.4	0.97	1.09	5.9	8.6
CC1(C)C2CC=C(CN3CCOCC3)C1C2 (configuration not stated)	-11.9	7.7	2.4	4.0%	0.7	1.06	1.06	5.4	9.1
Cc1ccc2c(c1)C1CN(C)CCC1N2C(=O)Cc1cccs1 (configuration not stated)	-17.2	21.5	3.5	6.0%	0.1	1.01	1.16	-0.9	-0.4
O=P(OCC(F)(F)C(F)F)(N1CCOCC1)N1CCOCC1	-22.8	12.4	3.3	10.0%	1.9	0.97	1.03	6.3	0.8
COc1ccc(CCNCc2ccccn2)cc1OC	-18.4	12.7	-0.2	2.0%	-1.7	1.07	1.1	1.0	1.0
O=P1(NC2CCCC2)COc2ccccc2OC1	-23.3	18.9	1.8	19.0%	-10.5	1.01	0.98	1.5	4.8
CCCCc1nc2ccccc2c(=O)n1-c1ccc(O)cc1	-2.4	14.5	-1.3	1.0%	-4.6	1.03	1.13	5.8	3.3
CCOC(=O)C1SC2(C(F)(F)F)CC1(O)c1c(C)cc(C)nc1O2 (configuration not stated)	-8.4	-0.9	-2.5	4.0%	1.8	1.01	1.06	13.2	7.6
CCOCCCN=Cc1c(O)n(Cc2ccccc2)c(=O)[nH]c1=O	-10.5	19.7	0.5	7.0%	1.5	1.04	1.1	4.5	4.1
Cc1ccccc1-n1c(O)c(C=Nc2ccc3c(c2)OCO3)c(=O)[nH]c1=O	-7.5	19.6	-3.6	3.0%	5.3	1.18	1.06	1.5	2.4
COc1ccc(CNCC(=O)N2CCC3(CC2)OCCO3)cc1	-7.7	1.3	2.5	8.0%	2.7	1.04	1.07	-0.3	-1.8
COc1ccc(CCn2c(O)c(C=NC3CC3)c(=O)[nH]c2=O)cc1OC	5.2	12.8	-0.8	7.0%	1.2	1	1.06	7.5	3.8
O=P(/C(=N/O)N1CCOCC1)(N1CCOCC1)N1CCOCC1	-21.8	14.8	1.9	6.0%	2.1	0.98	1.06	7.7	3.9
COCc1cc(C2SCC(=O)Nc3c2c(=O)[nH]n3C(C)C)ccc1OC (configuration not stated)	0.0	4.6	-4.7	7.0%	2.6	1.02	1.14	10.5	5.1
N=c1c2c(n(Cc3ccc(Cl)cc3Cl)c3c1CCC3)CCCC2	100.0*	-1.5	-1.7	4.0%	1.6	1	1	6.8	7.3
OC1(c2ccccc2F)CC2CCC(C1)N2CCN1CCOCC1 (configuration not stated)	-10.5	7.0	11.3	4.0%	2.1	0.99	1.11	11.4	6.2
FC(F)(F)/C(=N\P(=S)(N1CCOCC1)N1CCOCC1)N1CCOCC1	-11.2	15.7	x	4.0%	0.4	1.03	1.09	-6.6	x
Cc1ccc(S(=O)(=O)NC(CC(=O)N2CCC3(CC2)OCCO3)c2ccco2)cc1 (configuration not stated)	-4.8	6.8	7.6	4.0%	-9.1	1.1	1.1	-1.5	0.1
Cc1ccc(Cn2c(C)c3cnn(CC(=O)N4CCC5(CC4)OCCO5)c(=O)c3c2C)cc1	-0.8	19.6	-0.2	3.0%	-4.3	1.01	1.15	0.4	0.9
CN1CCC(N(C)c2ncnc3ccc(Br)cc23)CC1	2.3	14.3	4.7	4.0%	-2.6	1.01	1.03	6.3	8.8
CN1CCN(CCC(C#N)(c2ccccc2)c2ccccc2)CC1	-0.6	19.1	x	2.0%	3.2	1.06	1.1	1.7	x
O=C(Cn1ncc2ccccc21)N1CCC2(CC1)OCCO2	-16.4	4.1	-7.4	4.0%	-4.7	1.02	1.12	5.8	-1.1
O=C(COc1ccc(Br)cc1)N1CCN(C2CCCC2)CC1	-3.5	9.0	-6.1	16.0%	-0.8	1.03	1.14	3.9	1.5
CC1CCCC(C2(O)C(=O)Nc3ccccc32)C1=O (configuration not stated)	-10.4	13.3	3.3	2.0%	4.5	1.06	1.12	-6.3	-2.0
O=C(C1CC(=O)N(C2CCCCC2)C1)N1CCC2(CC1)OCCO2 (configuration not stated)	-7.6	13.4	5.0	5.0%	1.2	1	1.08	3.0	0.8
CCOC(=O)C1=C(C)OC(N)=C(C(=O)OCC)C12C(=O)Nc1ccc(Br)cc12 (configuration not stated)	3.7	-0.1	-3.1	6.0%	-4.2	1.01	1.05	5.1	3.8
Cc1cc(OCC(=O)Nc2cc(C)nn2-c2ccccn2)c2c3c(c(=O)oc2c1)CCC3	7.7	-2.6	2.5	9.0%	-11.0	1.04	1.92	3.8	-3.1
CC(c1ccccc1)n1cncc1C(=O)N1CCCC1=O (configuration not stated)	2.6	13.7	-8.1	1.0%	3.3	0.99	1.16	8.3	-7.3
Cc1cccc(NC(=O)CSc2nnc([C@@H](N)Cc3c[nH]c4ccccc34)o2)c1C	11.2	7.1	-0.7	4.0%	-4.5	1.02	1.14	6.5	0.2
C[N+]1(C)[C@@H]2CC(OC(=O)[C@H](CO)c3ccccc3)C[C@H]1[C@@H]1O[C@@H]12 (some centres not stated)	-9.0	x	-3.4	4.0%	-0.5	0.98	1.01	2.1	6.7
Cc1nn(CCC#N)c2c1P(=S)(N1CCCC1)OC(c1ccc(F)cc1)=N2 (configuration not stated)	51.1	14.6	-0.9	5.0%	1.5	1.03	1	9.8	6.2
O=C(Cn1ncc2c3ccccc3n(Cc3ccccc3F)c2c1=O)N1CCC2(CC1)OCCO2	13.7	13.5	6.7	6.0%	-3.6	1.05	1.44	6.8	2.8
O=C1C2CCCN2C(c2cccs2)N1c1ccccn1 (configuration not stated)	-11.2	4.8	4.6	5.0%	-0.3	1.01	1.15	-2.4	-0.9
CC1=CC(=O)C2=C(C)CC(O)C3C(C)C(=O)OC3C12 (configuration not stated)	-19.4	18.7	2.8	3.0%	9.5	0.99	1.1	6.0	4.2
O=P(O)(O)COc1ccccc1O	-18.5	24.1	-5.1	5.0%	-0.5	0.99	1.1	-2.5	0.8
CCC(=NCc1ccco1)c1c(O)n(C2CCCCC2)c(=O)[nH]c1=O	14.8	4.2	6.2	2.0%	-1.5	1.04	1.05	6.8	4.9
CCCC(C)C1(CC)C(=O)NC(=Nc2ccccc2OC)NC1=O (configuration not stated)	-2.8	27.3	2.9	2.0%	1.1	0.98	1.02	3.3	1.0
CCOC(=O)C1=C(N)Oc2cc(C)oc(=O)c2C12C(=O)N1c3c(cccc32)C(C)CC1(C)C (configuration not stated)	0.7	9.3	-1.1	6.0%	-0.4	1	1.05	4.9	5.0
CCCC(C)(COC(N)=O)COC(=O)NC(C)C (configuration not stated)	7.2	x	2.9	1.0%	8.3	0.98	1.02	-7.9	-0.2
COC(=O)CSC1=NP(=S)(SCC(=O)OC)N2CCCC2=C1C#N (configuration not stated)	-19.6	14.7	1.5	8.0%	1.1	1.05	1.05	11.5	5.5
O=c1[nH]c(=O)n(C2CCCCCC2)c(O)c1C=NCC1CCCO1 (configuration not stated)	9.1	-0.2	-4.9	0.0%	9.7	1.05	1.16	-6.2	-0.8
COc1cccc(-n2c(C)nc3ccccc3c2=O)c1	2.5	x	7.6	4.0%	3.3	1.02	1.07	8.8	2.2
O=C(Cc1ccccc1)OCn1nnc2ccccc2c1=O	-5.9	20.7	x	0.0%	4.8	1.04	1.12	-6.8	x
O=C(Cc1ccccc1)N1CCN(C2CCCC2)CC1	-5.4	12.6	1.3	2.0%	6.1	1.06	1.02	-1.6	0.1
O=C1NC(=O)N(C2CCCCC2)C(=O)C1C1c2ccccc2C(=O)N1Cc1ccccc1 (configuration not stated)	7.2	7.8	-6.7	2.0%	4.4	1.03	1.13	3.1	-1.9
CC(=NCCC1=CCCCC1)c1c(O)[nH]c(=O)[nH]c1=O	-8.9	5.9	0.1	7.0%	-8.0	1.03	1.11	-0.1	4.0
COc1cccc(OCC(=O)N2CCN(C)CC2)c1	-10.5	3.4	-0.2	5.0%	-0.5	1.04	1.04	5.3	3.9
CC(=NCc1ccco1)c1c(O)n(Cc2ccccc2)c(=O)[nH]c1=O	25.0	19.4	-1.1	1.0%	2.5	1.05	1.17	10.3	-3.9
O=P(C(c1c[nH]c2ccccc12)N1CCOCC1)(N1CCOCC1)N1CCOCC1 (configuration not stated)	-17.5	11.6	1.6	4.0%	-8.4	1.01	1.05	-0.8	-7.3
Cc1nn(C2CCOC(C)(C)C2)c2c1C(c1ccc3c(c1)OCO3)SCC(=O)N2 (configuration not stated)	5.5	15.7	x	4.0%	4.0	1.02	1.14	1.6	x
CCn1c(=O)cc(SCC(=O)N2CCC3(CC2)OCCO3)c2ccccc21	8.2	35.9	-9.4	7.0%	-1.6	1.04	1.27	-6.8	-5.1
Cc1ccc2c(c1)CC1(CN2C)C(=O)NC(=O)N(c2cc(C)ccc2C)C1=O (configuration not stated)	6.2	17.5	1.2	6.0%	2.4	1.03	1.04	5.8	5.2
CC1(C)CC2(CCO1)NCCN1C(=O)CSC12 (configuration not stated)	-15.1	18.3	1.0	2.0%	4.0	1.01	1.18	-2.0	-0.3
OCCN1C2CCC1CC(O)(c1ccc(F)cc1)C2 (configuration not stated)	-21.1	10.5	x	5.0%	4.9	1.03	1.13	2.0	x
C=CCn1c(O)c(C=NCCN(C)C)c(=O)[nH]c1=O	0.5	x	-4.6	2.0%	5.6	0.99	1.02	5.2	-9.7
